DAX1 inh-1 – inhibitors of human orphan nuclear receptor DAX1 (NR0B1); HEK293 Gal4-DAX1 luciferase reporter, luminescence; inhibition, % at 6.75 µM; hit rate 0.99% among 340,000; P51843; AID 504766;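 active means inhibition above the mean over all tested compounds plus 3 SD, cut at about 4.2% in these data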;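 further: 0% = DAX1-transfected cells with DMSO and 100% = empty-vector control cells with DMSO; inhibition shows as a rise in luminescence from relieved DAX1 repression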
Target sequence (P51843 207-470 limits assumed): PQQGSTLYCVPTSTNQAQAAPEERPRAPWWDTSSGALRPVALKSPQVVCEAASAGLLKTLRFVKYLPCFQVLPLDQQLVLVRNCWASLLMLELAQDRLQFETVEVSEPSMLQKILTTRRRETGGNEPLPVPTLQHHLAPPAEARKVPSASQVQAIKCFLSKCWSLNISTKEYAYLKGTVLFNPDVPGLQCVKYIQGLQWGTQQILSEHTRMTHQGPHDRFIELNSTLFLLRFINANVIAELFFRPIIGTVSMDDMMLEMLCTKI
DAX1 inh-2 – blocks DAX1 repression of SF-1 activated StAR promoter; HEK293T StAR-luciferase reporter, SF-1/DAX-1 repression relief; inhibition, % at 6.8 µM; hit rate 1.1% among 370,000; AID 652010;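 active means inhibition above the mean over all tested compounds plus 3 SD, cut at about 3.6% in these data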;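 further: 0% = DAX-1 cells with DMSO and 100% = cells lacking DAX-1 with DMSO; higher inhibition means more luminescence from relief of DAX-1 repression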
ADAM10 inh – ADAM10 inhibition, QFRET primary screen. O14672. recombinant ADAM10, EDANS/DABCYL FRET peptide cleavage, 3 h. inhibition, % at 7 µM. hit rate 0.62% among 370,000;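 active means inhibition above a per-campaign cutoff equal to the mean of compounds falling between control-based bounds plus 3 SD, cut at about 20% in these data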;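 further: 0% = DMSO wells while the 100% control is not disclosed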
NPR1 activator – GC-A (human) enzyme activation. P16066. HEK293 GC-A cells, cGMP TR-FRET, EC30 ANP; 0% at EC30 ANP, 100% saturating ANP. activation, % at 10 µM. hit rate 0.14% among 370,000; in the data active means activation above about 40%
hcDAF-12 act – H. contortus DAF-12 activation, primary screen; AID 652067; HEK293 hcDAF-12 lit1-tk-luc reporter, luminescence; 0% DMSO, 100% Δ7-dafachronic acid; hit rate 1.4% among 370,000; activation, % at 6.8 µM;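 active means activation above the mean of all tested compounds plus 3 SD, cut at about 5.5% in these data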;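 further: 100% = response to 3 µM Δ7-dafachronic acid high control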
HGIII-sPLA2 inh – Inhibits HGIII-sPLA2 liposome hydrolysis, primary screen. QFRET BODIPY PC-A2 liposome hydrolysis, fluorescence. inhibition, % at 12.2 µM. hit rate 0.56% among 370,000. AID 743126;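 active means inhibition above mean plus 3 SD of compounds lying within the high and low control bounds, cut at about 19% in these data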;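 further: 0% = median of test compound wells and 100% = no enzyme DMSO wells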
Target sequence (Q9NZ20 whole entry, looked up): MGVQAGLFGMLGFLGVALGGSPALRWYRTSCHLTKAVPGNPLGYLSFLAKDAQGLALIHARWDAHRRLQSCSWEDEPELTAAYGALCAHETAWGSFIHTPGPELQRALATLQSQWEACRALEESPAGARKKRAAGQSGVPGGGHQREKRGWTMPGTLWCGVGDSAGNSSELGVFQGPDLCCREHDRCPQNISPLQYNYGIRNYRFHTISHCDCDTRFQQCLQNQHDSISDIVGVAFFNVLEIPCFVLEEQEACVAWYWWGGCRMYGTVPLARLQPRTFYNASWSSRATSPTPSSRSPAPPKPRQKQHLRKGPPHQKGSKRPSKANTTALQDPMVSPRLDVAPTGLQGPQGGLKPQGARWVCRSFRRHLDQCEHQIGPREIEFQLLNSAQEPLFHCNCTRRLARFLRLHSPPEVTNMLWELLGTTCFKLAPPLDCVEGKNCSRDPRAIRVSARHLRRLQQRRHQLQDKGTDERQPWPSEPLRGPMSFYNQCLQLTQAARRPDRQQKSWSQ
hgDAF-12 ag – hgDAF-12 agonism, primary luciferase screen; HEK293 GAL4-hgDAF12 UAS-luciferase reporter, agonist luminescence; normalized to butyrate control; activation, % at 6.8 µM; hit rate 1.8% among 370,000;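 active means activation above a cutoff set at the mean of all screened compounds plus 3 SD, cut at about 10% in these data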;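 further: 0% = DMSO wells and 100% = sodium butyrate wells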
ssDAF-12 act – activators of S. stercoralis DAF-12 nuclear receptor. hit rate 1% among 370,000. AID 652126. HEK293 ssDAF-12/GRIP1 lit1-tk-luc reporter, luminescence; % of 3 µM dafachronic acid response. activation, % at 6.8 µM;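 active means activation above the mean over all tested compounds plus 3 SD, cut at about 0.9% in these data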;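 further: 0% = DMSO-only wells and 100% = 3 µM delta7-dafachronic acid wells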
GC-B act – GC-B (human) receptor activation; P20594; HEK293-GC-B cells, CNP EC30, cGMP TR-FRET; 0% at EC30 CNP, 100% saturating CNP; activation, % at 10 µM; hit rate 0.11% among 370,000;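 active means activation at 10 µM reaching about 35% in either raw or pattern-adjusted values, limit read from the data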
SMARCA2 activ – activators of SMARCA2 function; hit rate 1% among 370,000; activation, % at 9.1 µM; MG213 cells, MMTV-luciferase reporter, dexamethasone, overnight; in the data active means activation above about 7.8%;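 further: 0% = vehicle wells and 100% = reference activator wells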
GAA850 FXN act – activators of GAA850 frataxin (FXN) promoter | activation, % at 6 µM | hit rate 0.56% among 360,000 | HEK293 lucGAA850 FXN promoter luciferase reporter, 24 h; percent of 10 µM SAHA response;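 active means activation above the average of all compounds screened plus 3 SD, cutoff fixed separately per campaign, cut at about 7.5% in these data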;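 further: 0% = DMSO wells and 100% = 10 µM SAHA wells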
The depositor's hits bear a star; i = inactive; / = not tested or not shown.

SMILES	DAX1 inh-1	DAX1 inh-2	ADAM10 inh	NPR1 activator	hcDAF-12 act	HGIII-sPLA2 inh	hgDAF-12 ag	ssDAF-12 act	GC-B act	SMARCA2 activ	GAA850 FXN act
Cc1ccc(-c2ccc(/C=N/N=C3/NC(=O)C(CC(=O)O)S3)o2)c([N+](=O)[O-])c1 (centres undefined)	-2.0	-0.5	2	-4	0.8	-1	-2.9	-0.3	-2	-1	-0.2
COC(=O)c1sccc1NC(=O)NC1CCCCC1	1.3	1.6	-1	-1	-0.2	-1	1.1	-1.6	-4	-2	4.5
O=C(c1ccccc1)C1(c2ccccc2)OC1c1ccccc1 (centres undefined)	0.2	-0.2	-1	-10	-0.2	4	1.9	-1.3	-7	-6	1.4
Cc1ccc2nc(SCC(=O)N3CCCCC3)nc(=O)n2c1	0.6	0.4	-17	-1	0.3	-2	0.0	-0.8	-4	-2	2.3
COc1cc(O)c(C(CC(=O)N2CCOCC2)c2ccc(N(C)C)cc2)c(OC)c1 (centres undefined)	-0.2	-0.4	3	4	-1.6	8	-3.1	-1.4	0	-1	-3.3
Cc1ccc(C(=O)NCCc2ccccc2)cc1S(=O)(=O)N1CCOCC1	0.7	0.5	-4	3	1.5	5	2.6	-1.4	-4	3	2.2
CCC(C)(C)C1CCC2(CC1)NC(=O)N(CC(=O)N1CCN(S(=O)(=O)c3cc(C)ccc3C)CC1)C2=O (centres undefined)	1.2	1.4	-1	-2	0.4	0	-0.2	-1.0	-3	-1	2.0
CCc1ccc(-c2ccc(C(=O)O)cc2)nc1	0.3	0.9	0	-3	3.9	6	6.3	0.0	-1	7.8*	4.9
COc1cc(/C=N/Nc2nn3cnnc3c3ccccc23)cc(OC)c1OC	-0.2	-0.8	-10	0	-0.1	7	1.2	-1.2	-4	-1	0.1
Cc1nc2cc(Cl)c(Cl)cc2n1CCCO	/	0.3	-2	4	-2.3	15	0.7	-1.0	1	-5	-0.2
CC(=O)N(Cc1ccc2c(c1)OCO2)C1CC(=O)N(CCc2ccccc2)C1=O (centres undefined)	-0.4	0.4	8	0	-0.9	-3	0.2	-0.7	-1	1	3.3
CCC/C=C/c1ccc(CN2C(C)C(=O)N(Cc3cn(CCOCOC)nn3)CCS2(=O)=O)cc1 (centres undefined)	0.5	0.1	-2	-1	-0.6	7	-1.5	-1.3	2	-3	-0.7
COCCNC(=O)C(c1ccc(O)cc1)N(C(=O)CCC(=O)Nc1nccs1)c1cccc(C)c1 (centres undefined)	0.9	-0.5	-2	-1	-0.7	-9	2.3	-0.9	5	1	2.8
Cc1ccc(/C=N/NC(=O)c2nnn(-c3nonc3N)c2CN(C)c2ccccc2)s1	0.0	-0.3	0	1	-1.1	-6	1.7	-1.1	-1	0	-0.6
CCC(C)(C)NC(=O)CN(C(=O)CCC(=O)Nc1cc(C)ccn1)c1ccc2c(c1)OCO2	-0.9	0.7	4	-6	0.1	0	-1.2	-1.4	1	0	2.0
Cc1ccccc1CSc1nn2c(=O)c(C)nnc2s1	-0.1	1.0	-3	-11	-1.5	3	5.3	-1.9	0	-1	0.8
O=[N+]([O-])c1ccc(Cl)c(/C=N/N2CCN(c3ccccc3)CC2)c1	1.3	0.1	-6	0	3.0	8	-0.2	0.3	4	-3	3.1
Cc1cc(C(F)F)n2ncc(C(=O)NCc3ccccc3F)c2n1	0.2	-0.3	-9	2	-2.2	-2	-2.7	-1.6	-1	0	1.1
COc1ccccc1NC(=O)Oc1cccc(OC(=O)c2ccccc2)c1	-0.8	-0.7	11	7	-0.3	-5	-0.6	-0.9	1	0	1.4
COc1ccc(-n2ccnc2SCC(=O)NC2CCCC2)cc1	-0.4	-0.2	-4	-1	-1.5	6	4.9	-0.9	5	-2	2.2
CCCc1ccccc1OCCNS(=O)(=O)c1cc2c(cc1C)OCC(=O)N2	0.3	-0.7	7	-12	-1.9	-25	-1.8	-0.9	3	-2	0.1
Cc1cccc(/C(N)=N/OC(=O)N2c3ccccc3Sc3ccccc32)c1	-1.3	-0.8	4	-4	-1.2	15	4.3	-0.7	1	1	3.2
CCOC(=O)N1CCC2CC1c1cc(-c3cccc(OC)c3)ccc12 (centres undefined)	-0.5	0.3	5	1	-1.7	0	0.1	-1.4	-2	3	1.9
COc1ccc2c(c1)Sc1ccc(Cl)cc1N2	/	/	-18	-17	0.3	0	1.7	-1.0	-20	/	/
CCOC(=O)c1ccc2[nH]c(C)c(CN3CCN(C)CC3)c(=O)c2c1	-0.7	0.4	-10	0	1.2	0	2.2	-0.6	1	-1	-1.4

(listing goes on)
SMILES	DAX1 inh-1	DAX1 inh-2	ADAM10 inh	NPR1 activator	hcDAF-12 act	HGIII-sPLA2 inh	hgDAF-12 ag	ssDAF-12 act	GC-B act	SMARCA2 activ	GAA850 FXN act
Cc1cccc(CCNC(=O)C2CCN(S(=O)(=O)c3c(C)noc3C)CC2)c1	-1.9	0.3	2	5	-2.8	1	-0.6	-1.5	-4	-4	-1.3
Cc1ccc(CC(=O)Nc2cc([N+](=O)[O-])ccc2F)cc1	-0.4	-0.3	0	-1	-1.7	0	-0.8	-1.2	-1	1	0.7
Cc1cc(NS(=O)(=O)c2ccc(NC(=O)CN3C(=O)c4ccccc4C3=O)cc2)nc(C)n1	1.4	-0.2	2	1	0.2	-6	2.3	-0.5	4	-3	-0.1
C[C@H](NC(=O)c1cc2c(cn1)[nH]c1ccccc12)C(=O)O	1.1	0.2	-165	8	2.7	0	2.5	0.0	8	0	1.9
CCCCn1c(=O)cc(O)c2ccccc21	1.9	-0.2	2	3	-0.7	12	0.5	-1.3	6	-4	1.7
COc1ccc(C(=O)O/N=C(\N)c2ccccn2)cc1	-3.0	-0.3	-6	1	-1.7	10	-5.6	-1.5	-5	-9	-8.1
CC(C)(C)c1ccccc1OCC(=O)Nc1ncn[nH]1	-0.5	0.3	8	-1	-2.4	-16	-0.9	-0.3	1	-2	-3.9
CCN(CC)C(=O)N1CCN(S(=O)(=O)c2ccc(C)cc2)CC1	0.6	-0.6	8	-1	-0.6	3	-0.5	-1.6	-7	-1	-2.1
CC(=O)N1CCN(c2ccc(NC(=S)NC(=O)/C=C/c3ccccc3)cc2)CC1	/	-0.2	3	4	0.7	-4	-1.0	-1.1	1	-2	/
COC(=O)C1=CN(Cc2ccc(OC)cc2)C=C(C(=O)OC)C1c1cccs1	0.2	-0.9	i	-5	-1.9	-3	0.7	-0.7	-6	-3	-0.1
CC(=O)Nc1ccc(NC2=Nc3ccccc3N3C2=Nc2c(c(C)nn2-c2ccccc2)C3c2ccccc2)cc1 (centres undefined)	0.4	0.1	4	-6	-1.5	7	-4.1	-1.1	-8	2	-0.3
Cc1ccc(C(=O)CSc2nc3cc(S(=O)(=O)N4CCOCC4)ccc3o2)cc1	-0.5	0.7	1	-5	-1.0	-14	-1.1	-0.7	0	-3	2.1
CCCn1c(=O)c(C(=O)NCc2ccccn2)c(O)c2ccccc21	0.3	-0.7	2	2	-1.0	-5	-1.1	-1.2	2	0	0.7
NC(=O)C1(N2CCCCC2)CCN(Cc2nc(-c3cccs3)no2)CC1	1.6	-0.3	-3	-1	1.0	1	-2.5	-1.8	-1	-2	-0.9
COC(=O)C1=C(O)/C(=C\c2sccc2C)N=C1C	0.1	0.0	7	-7	1.4	-10	-2.5	-1.2	-3	-4	1.0
O=C(CN1CCN(c2ccc(O)cc2)CC1)NC(=O)NCc1ccco1	-0.3	-0.7	4	0	-1.4	-5	-3.0	-1.1	2	4	2.4
O=C1c2c(Br)c(Br)c(Br)c(Br)c2C(=O)N1c1ccccn1	0.7	0.3	-1	18	1.1	6	-1.0	0.1	-6	-2	3.3
CN(c1ccccc1)S(=O)(=O)c1cccc(C(=O)NCC(c2cccs2)N2CCOCC2)c1 (centres undefined)	-0.2	-1.3	-15	1	-2.3	11	-2.2	-1.4	0	-2	0.4
CCOCCCNC(=O)CN1CCN(Cc2ccccc2C)C1=O	-0.8	0.1	-14	8	-0.2	13	0.3	-0.9	-4	-5	0.7
COc1ccccc1N1C(=O)C2C3C=CC(C3)C2C1=O (centres undefined)	-1.2	0.4	-13	1	-0.8	1	-1.1	-0.9	-2	-4	-1.3
C/C(N)=C(/C#N)C(=O)COc1ncnc2ccc(Br)cc12	1.0	1.6	-3	1	-0.1	1	2.8	0.2	3	-2	-1.7
CCNC(=O)C1CCCN(C(=O)c2cc(OC)c(OC)c(OC)c2)CC1 (centres undefined)	/	-1.2	-7	0	1.8	11	-2.1	-1.0	-5	-2	0.8
C=CCN(c1ccccc1)S(=O)(=O)c1cccc(C(=O)Nc2nc3ccccc3[nH]2)c1	-1.9	-0.6	5	0	0.0	3	-4.3	-1.7	-4	-6	3.1
CN1Cc2c(N3CCOCC3)nc3sc(C(=O)c4ccc(Br)cc4)c(N)c3c2CC1(C)C	/	0.2	-6	11	-1.0	-8	2.6	-0.8	-16	3	2.7
CC1COc2ccccc2N1C(=O)c1ccc(Cl)nc1 (centres undefined)	0.1	0.3	-8	-3	4.1	1	-0.6	0.3	2	-1	0.9

Next section.
SMILES	DAX1 inh-1	DAX1 inh-2	ADAM10 inh	NPR1 activator	hcDAF-12 act	HGIII-sPLA2 inh	hgDAF-12 ag	ssDAF-12 act	GC-B act	SMARCA2 activ	GAA850 FXN act
CSc1nc(NCC(C)C)nc(N2CCOCC2)n1	0.8	-0.4	-7	-2	-0.2	2	-0.4	-1.2	1	-3	2.8
Cc1ccc(C(=O)Nc2cccnc2)cc1S(=O)(=O)N1CCCCCC1	-0.6	-0.9	-3	-2	1.4	-1	2.3	-1.1	3	4	0.6
CC[C@H](C)[C@H]1CNC(=S)N1CC1CCN(CCC(C)C)CC1	-0.2	0.7	-4	4	0.0	5	0.0	-1.2	3	-2	-0.4
O=S(=O)(O)c1ccc(N2N=C(c3ccccc3)CC2c2ccccc2)cc1 (centres undefined)	0.6	-0.1	i	11	7.4*	-74	3.7	0.3	3	-1	-0.3
COCc1cc(=O)[nH]c(/N=C(\N)Nc2cccc(Cl)c2)n1	/	-0.5	-8	-2	0.0	4	-0.9	-0.9	-1	1	1.0
CCc1ccccc1NC(=O)CN(C)C(=O)c1cc(C2CC2)nn1-c1ccccc1	-0.8	-0.5	-5	-6	-0.9	-6	2.1	-1.6	-9	-1	0.4
CCNC(=O)NCCNC(=O)c1cc(OCC(F)(F)F)ccc1OCC(F)(F)F	0.7	-0.2	-7	0	0.3	-4	-5.6	-0.7	1	-3	0.3
COc1ccc(OC)c(CC(=O)N2CCc3cc(OC)c(OC)cc3C2)c1	-1.6	-0.5	5	-3	-0.1	-3	-0.7	-1.5	-6	0	0.5
Cc1cc(C)nc(NNS(=O)(=O)c2ccc(F)c(Cl)c2)n1	0.3	-4.3	-10	-2	-1.3	7	-2.5	-1.0	-3	-1	1.2
COC(=O)[C@@]12C[C@@H](CC(=O)NCc3ccc(OC)c(OC)c3)C(=O)N(Cc3cccc4ccccc34)C1=CCC(C)(C)C2	/	-1.0	1	3	-2.1	-18	-1.6	-1.2	5	-4	/
Cc1ccnc2nc(C(=O)NCc3ccccc3)nn12	2.0	0.6	-6	1	1.5	0	1.2	-0.8	-1	1	-0.6
